INS promoter inh – TRM-6 insulin promoter activity inhibition; AID 1273; inhibition, % at 2 µM; TRM-6 cells (human fetal islet line), insulin promoter-eGFP reporter, imaging; reporter expression induced with tamoxifen; 130,000 compounds, 0.9% hits;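 active = inhibition above the mean plus 3 SD, with well images judged a real hit on visual review, cut at about 60% in these data, passing the limit was not always enough; inconclusive = inhibition over the cutoff but images rejected on review; inactive = inhibition not above the cutoff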
SDO1 yeast rescue – restores growth of sdo1-depleted yeast. 140,000 compounds, 0.21% hits. S. cerevisiae sdo1-depleted JHY4D growth rescue, OD600 30 h; hits give high values; pdr5 snq2 efflux-pump mutant strain. z-score at 10 µM;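 active = z-score above 3 at both the 24 hr and the 30 hr optical density reads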;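 also: z-score against mean and SD of all compound wells on the same plate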
SDO1 yeast rescue Rescue 24 h – recorded beside SDO1 yeast rescue, whose call it bears; z-score; S. cerevisiae sdo1-depleted JHY4D growth rescue, OD600; measured here: growth rescue at 24 h;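 0 is the plate mean of compound wells and units are plate SD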
* hit, by the source's call; ? = inconclusive; nt = not tested or not shown; & = joins results of further samples.

SMILES	INS promoter inh	SDO1 yeast rescue	SDO1 yeast rescue Rescue 24 h
COc1cccc(Nc2nc3ccccc3nc2-n2nc(C)cc2C)c1	nt	1.7	0.86
Cc1c(Cl)cccc1-n1c(-c2cccnc2)n[nH]c1=S	-29	nt	nt
CCOC(=O)C1CCN(C(=S)Nc2cccc(C)c2C)CC1	10	0.53	0.26
C=CCN(CC=C)C(=S)NC(=O)/C=C/c1ccccc1	-23	0.37	0.42
CNc1ccccc1C(C)(C)c1cc(-c2cccc(OC)c2)no1	-70	nt	nt
Cc1nn(-c2ccccc2)cc1C(=S)Nc1ccccc1	7	-1.2	-0.19
CSc1ccc(S(=O)(=O)N2CCCC2)cc1	6	0.31	0.11
Cc1cc(C)nc(N2CCC(C(=O)NC3CCCCCC3)CC2)n1	-57	nt	nt
CN(/N=C/c1ccc2c(c1)OCO2)c1nc(N2CCOCC2)nc(N2CCOCC2)n1	0	nt	nt
CCCCCC(O)(CCCCC)C(=O)NNc1ccccc1	-5	-2.1	-2.2
COc1cccc(C(C(=O)NC(C)(C)C)N(C(=O)CCC(=O)Nc2cc(C)on2)C(C)(C)C)c1OC (configuration not stated)	-308	0.65	-0.99
Cc1nc2ccccc2n1C1CC(=O)N(Cc2ccccc2)C1=O (configuration not stated)	8	1	0.77
CC(=O)c1nc(N2C(=O)C3CC=C(C)CC3C2=O)sc1C (configuration not stated)	nt	0.03	-0.2
CC(C)CN(C(=O)CN1CCN(c2ccc(F)cc2)CC1)c1c(N)n(CC(C)C)c(=O)[nH]c1=O	nt	0.46	0.4
Cc1nc(N2CCN(c3ccccc3)CC2)nc2c1C(=O)CC(c1ccccc1)C2 (configuration not stated)	nt	0.01	-0.45
CC(=O)Nc1ccccc1C(=O)C(=O)O	54	0.73	0.44
Cc1ccc(C)c(NC(=O)CSc2ccc(-c3ccco3)nn2)c1	nt	0.01	0.02
CCN(CCO)c1ncnc2c1sc1nc(CC(C)C)c3c(c12)CC(C)(C)OC3	12	-0.22	0.63
CCOC(=O)c1c(-c2ccc(C)cc2)csc1NC(=O)c1cccc(N2C(=O)CCC2=O)c1	-25	1	2.5
CCCc1ccc(O)c(N=Cc2cc(Br)cc(OCC)c2O)c1	57	nt	nt
CCNc1nc(N)c(C(=C(C#N)C#N)c2ccccc2)s1	16	0.09	0.33
CCc1cc2c(cc3c(=O)n(CC(=O)N4CCN(c5ccccn5)CC4)nc(CC)n32)s1	nt	-0.8	-0.61
O=C(COC(=O)c1ccc(Sc2ccccc2)c([N+](=O)[O-])c1)NC1CCCc2ccccc21 (configuration not stated)	6	-1.3	-0.74
COc1ccc(NC(=O)C2C3C=CC(O3)C2C(=O)NCc2cccnc2)cc1 (configuration not stated)	0	1.6	0.97
CCc1ccc(NC(=O)c2cc3c(C)nc4ccccc4c3o2)cc1	40	nt	nt
Cc1ccc(-n2sc3ccccc3c2=O)cc1S(=O)(=O)N1CCCCC1	75*	0.22	3.1
CCOC(=O)c1c(NC(=O)CSc2nnnn2C)sc(C)c1C	3	-0.39	0.06
Cc1ccc(C2C3=C(CC(C)(C)CC3=O)Nc3n[nH]c(C)c32)cc1 (configuration not stated)	15	0.25	-0.23
COC(=O)c1c(NC(=O)C2SC(=NC3CCCCC3)C(C(N)=O)=C2N)sc2c1CCCC2 (configuration not stated)	nt	-0.78	-0.37
O=C(CCC(=O)OCc1ccc(Br)cc1)Nc1ccccc1	-18	-0.22	-0.12
COc1ccc(N=C2SC(C(=O)O)CC(=O)N2Cc2ccc(OC)c(OC)c2)cc1 (configuration not stated)	-264	-0.6	-1.3
C=CCOC(=O)C1=C(C)NC(SCC(=O)Nc2ccccc2)=C(C#N)C1c1ccco1 (configuration not stated)	-12	-0.51	0.78
Cc1nc2ccc(Cl)cn2c1C(=O)NN	6	nt	nt
COc1cc(NC(=O)C(=O)NCCN2CCNCC2)c(OC)cc1Cl	19	nt	nt
O=C(CCN1C(=O)c2ccccc2C1=O)Nc1ccncc1	-6	-0.16	-0.84
O=C1CC(NCc2cccs2)C(=O)N1c1ccc(Cl)cc1 (configuration not stated)	-35	-0.02	-0.22
CC(=O)Nc1ccc(S(=O)(=O)NCCSCc2ccco2)cc1	nt	0.26	0.15
CCOC(=O)c1cnc2ccc(C)cc2c1Sc1ccccc1C(=O)OC	nt	-0.68	-1.2
COc1ccc(CC(=O)NNC(=O)CCc2ccccc2)cc1OC	-8	nt	nt
O=C(COC(=O)c1ccc(S(=O)(=O)N2CCOCC2)cc1)Nc1nc(-c2ccccc2)cs1	10	-0.34	0.49
O=C(Nc1ccc2c(c1)OCO2)c1ccc(N2C(=O)c3ccccc3C2=O)cc1	25	-1.6	-0.72
O=C(NCc1ccncc1)C(=O)NCC1OCCCN1S(=O)(=O)c1ccccc1 (configuration not stated)	nt	0.51	0.41
CCCc1nn2c(=O)cc(O)nc2s1	-63	-0.01	-0.4
Cc1nc(NC(=O)C2CC3CCCC(C2)C3=O)sc1C (configuration not stated)	48	-0.25	0.12
COc1ccc(NC2=C(C)C(=O)CC2)cc1	nt	-0.54	-0.8
CCN(CC)CCN1C(=O)c2oc3ccccc3c(=O)c2C1c1ccccc1 (configuration not stated)	21	0.08	-0.81
COCCN(C(=O)CSc1nnc(C)n1-c1ccccc1)c1c(N)n(Cc2ccccc2)c(=O)[nH]c1=O	3	0.78	0.72
Cc1ccc(NC(=O)c2ccc(Cn3cc(Br)cn3)o2)cc1	-48	-0.77	-0.6
O=C(COc1ccccc1[N+](=O)[O-])N/N=C/c1cccc(OC(=O)c2ccc3c(c2)OCO3)c1	nt	-0.61	-0.55
O=C(NC1=NCCS1)c1cc2ccccc2o1	16	0	1.2
Cc1ccc(-c2nn3c(C)nnc3s2)cc1N	-238	0.68	0.49
CCOC(=O)CC(NC(=O)c1ccc(C)cc1)c1ccc(OC)cc1 (configuration not stated)	27	nt	nt
COc1ccc(CNC(=O)C2CCC(CNS(=O)(=O)c3cccc4nsnc34)CC2)cc1 (configuration not stated)	nt	0.55	0.03
O=C(OCC#CCSc1nnc(-c2ccncc2)o1)c1cccs1	-23	-0.45	-0.41
Cc1cc(NC(=O)CC(CN(C)S(=O)(=O)c2ccccc2)c2ccccc2)no1 (configuration not stated)	nt	1.7	2.5
CCOc1cc(C2/C(=C(/O)c3ccc(OC(C)C)cc3)C(=O)C(=O)N2CCCOC)ccc1O (configuration not stated)	11	0.5	-0.18
CCN1/C(=C/c2ccc3ccccc3[n+]2CC)C=Cc2ccccc21	-223	-2.9	-2.4
Cc1cc(C)nc(NC(=O)c2ccc([N+](=O)[O-])o2)n1	-50	-0.09	0.15
Cc1nc2sc(C(c3ccccc3)N3CCN(C(=O)c4ccco4)CC3)c(O)n2n1 (configuration not stated)	-219	-0.51	-0.38
O=C(O)c1ccc(-c2ccc(Cl)cc2Cl)o1	30	0.47	0.14
New compounds follow.
SMILES	INS promoter inh	SDO1 yeast rescue	SDO1 yeast rescue Rescue 24 h
CCCC(=O)Nc1ccccc1NC(=O)CCC	-356	1.2	0.94
O=C(COc1ccc(Cl)cc1Cl)N/N=C1\CCCc2ccccc21	nt	-0.54	0.71
CC(C)(C)c1ccc(OCC(=O)NNC(=S)NC(=O)c2ccccc2[N+](=O)[O-])c(Br)c1	nt	0.47	0.91
COC(=O)c1ccc(CSc2nc3ccccc3c(=O)n2CC(C)C)o1	31	-0.12	0.07
CC1(C)CC(=O)/C(=C(/O)CCCN2C(=O)c3ccccc3C2=O)C(=NC(C)(C)C)C1	-73	nt	nt
Cc1onc(-c2ccccc2Cl)c1C(=O)OCC(=O)Nc1ccc2c(c1)OCO2	46	-1.5	-1.3
COc1ccc(OC)c(N=Cc2c(O)[nH]c3ccccc23)c1	-45	-0.15	0.37
Cc1cc(C)cc(NS(=O)(=O)c2ccc3oc(=O)ccc3c2)c1	0	0.5	0.69
CCCCN(NC(C)=O)c1nc(Cl)nc(NC(C)C)n1	nt	-0.07	-0.07
COc1ccc(CN2C(=O)N(c3ccccc3)C(=O)C2CC(=O)Nc2ccccc2)cc1OC (configuration not stated)	-58	nt	nt
COC(=O)c1nnn(Cc2ccccc2)c1N	31	1.3	0.73
CC(=O)N1CCc2cc(Br)cc(S(=O)(=O)N3CCCCCC3)c21	57	0.36	0.34
Cc1ccc(NC(=O)c2cccc(C(=O)OC(C)C)n2)c(Br)c1	-14	nt	nt
Brc1ccc2oc3c(N4CCOCC4)ncnc3c2c1	-168	-0.06	0.17
O=C1CC(c2cccc(Oc3ccccc3)c2)NC(=O)N1 (configuration not stated)	-108	-0.41	0.23
COc1ccc(NC(=O)CSc2nnc(-c3ccc(C)cc3)n2N)cc1	3	0.91	0.63
COc1ccccc1C(=O)NCC(=O)OCC(=O)Nc1cccc(S(=O)(=O)N(C)C)c1	21	nt	nt
CCOC(=O)CSc1nnc(-c2cccnc2)o1	nt	1	0.7
COCCN(C(=O)CNC(=O)c1ccco1)C(C(=O)NC1CCCCC1)c1cccs1 (configuration not stated)	46	-0.46	-0.42
O=C(O)c1cccc(-n2cccc2/C=C2/NC(=O)N(c3ccc(Cl)cc3)C2=O)c1	-9	nt	nt
CCc1nc(SCC(=O)Nc2ccc(C(=O)O)cc2)n[nH]1	nt	-0.15	-0.04
COc1ccccc1OCC(=O)O	44	0.33&1.4	-0.52&1.6
c1ccc(-c2nc3cnccn3c2Nc2ccc3c(c2)OCCO3)cc1	24	-0.25	-0.65
O=C1C2CC=C(Cl)CC2C(=O)N1CCN1CCOCC1 (configuration not stated)	-11	0.32	-0.23
O=C(Nc1cccc(Cl)c1)O/N=C\c1ccncc1	27	-0.07	-0.3
CN1CCN(Cc2nc3c(c(=O)n(C)c(=O)n3C)n2CCCc2ccccc2)CC1	nt	11*	3.8*
CCCc1c(C)c2c(C)[nH]nc2oc1=O	37	1.1	1.4
Cc1ccc(C)c(N2CCN(C(=O)C3CCCN(S(=O)(=O)c4c(C)noc4C)C3)CC2)c1 (configuration not stated)	-57	-0.91	-0.54
Cc1ccc(C(C)C)c(OCc2n[nH]c(=S)o2)c1	-64	nt	nt
c1ccc(-n2nnc3ccccc32)nc1	nt	-0.39	0.01
COC(=O)c1ccc(N/C(=N/S(=O)(=O)c2ccccc2)c2ccccc2)cc1	nt	-0.31	-0.74
CC(C)(C)c1cc(NC(=O)C2CCCO2)no1 (configuration not stated)	29	-0.27	-0.39
Nc1ccccc1C#Cc1ccccc1	-34	0.34	0.57
C=C(C)c1cccc(C(C)(C)NC(=O)NC(c2ccccc2)c2ccc(OC)cc2)c1 (configuration not stated)	-90	-0.6	-0.09
COc1cccc(NC(=O)C2CCN(Cc3cnn(-c4ccccc4)c3-n3cccc3)CC2)c1	21	0.31	-0.26
Fc1ccc(-c2n[nH]c(=S)n2-c2ccc3c(c2)OCCO3)cc1	60	nt	nt
COc1ccc(/C=N/NC(=O)c2ccc3ccccc3c2)cc1OS(=O)(=O)c1ccc(NC(C)=O)cc1	nt	-0.71	-0.85
O=C(/C=C/c1cccc([N+](=O)[O-])c1)N1CCN(S(=O)(=O)c2cccs2)CC1	21	nt	nt
C=CCn1c(SCc2nc3ccccc3nc2C)nnc1-c1ccoc1C	21	-0.9	-0.4
Cc1csc(NC(=O)C2CCCO2)n1 (configuration not stated)	64	1.3	1.5
Cc1cnc(NC(=O)Cc2cccs2)s1	?	nt	nt
COCCN1C(=O)c2oc3cc(C)c(C)cc3c(=O)c2C1c1cccc(O)c1 (configuration not stated)	22	nt	nt
O=C1CN(c2nnnn2-c2ccccc2)CCN1	nt	0.8	0.18

Whole records, quoted from the list.
Cc1csc(NC(=O)C2CCCO2)n1 (configuration not stated) reads INS promoter inh: 64; SDO1 yeast rescue: 1.3; SDO1 yeast rescue Rescue 24 h: 1.5
O=C(/C=C/c1cccc([N+](=O)[O-])c1)N1CCN(S(=O)(=O)c2cccs2)CC1 reads INS promoter inh: 21; SDO1 yeast rescue: nt; SDO1 yeast rescue Rescue 24 h: nt

Gathered by group: those above with a Cl atom
SMILES	INS promoter inh	SDO1 yeast rescue	SDO1 yeast rescue Rescue 24 h
Cc1c(Cl)cccc1-n1c(-c2cccnc2)n[nH]c1=S	-29	nt	nt
Cc1nc2ccc(Cl)cn2c1C(=O)NN	6	nt	nt
COc1cc(NC(=O)C(=O)NCCN2CCNCC2)c(OC)cc1Cl	19	nt	nt
O=C1CC(NCc2cccs2)C(=O)N1c1ccc(Cl)cc1 (configuration not stated)	-35	-0.02	-0.22
O=C(O)c1ccc(-c2ccc(Cl)cc2Cl)o1	30	0.47	0.14
O=C(COc1ccc(Cl)cc1Cl)N/N=C1\CCCc2ccccc21	nt	-0.54	0.71
Cc1onc(-c2ccccc2Cl)c1C(=O)OCC(=O)Nc1ccc2c(c1)OCO2	46	-1.5	-1.3
CCCCN(NC(C)=O)c1nc(Cl)nc(NC(C)C)n1	nt	-0.07	-0.07
O=C(O)c1cccc(-n2cccc2/C=C2/NC(=O)N(c3ccc(Cl)cc3)C2=O)c1	-9	nt	nt
O=C1C2CC=C(Cl)CC2C(=O)N1CCN1CCOCC1 (configuration not stated)	-11	0.32	-0.23
O=C(Nc1cccc(Cl)c1)O/N=C\c1ccncc1	27	-0.07	-0.3

Screens from PubChem.
